Screens from PubChem BioAssay.
HCV inh = qHTS Assay for Inhibitors of Hepatitis C Virus (HCV) | Huh7.5.1 HCVcc-Cre infection, luciferase reporter, 44 h | Potency, µM (series often up to 41.8 µM), inactives show at the highest dose activity change, negative = inhibition, actives largely listed as inhibitors | 3.4% of 340,000 active; also: potency is read from the fitted curve at half-maximal effect
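A cell-based infection assay in which seeded cells (1,000 per well) receive test compound after 4 h, are inoculated with HCVcc-Cre at approximately 0.5 moi, and are incubated 44 h before luminescence detection.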
AmpC inh detg = qHTS Inhibitors of AmpC Beta-Lactamase (assay with detergent). P00811. AmpC hydrolysis of nitrocefin, absorbance 480 nm, 0.01% Triton. Potency, µM (titrated, usually from 114 µM), without a hit: at the highest dose activity change, negative = inhibition, actives largely listed as inhibitors. 0.041% of 370,000 active. AID 485294, 2010;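 also: potency is read from the fitted curve at half-maximal effect; 0% = no-compound wells and -100% = no-enzyme wells; nearly all actives have a fitted effect of over 25% in size; some results filed as inactive show a strong effect at the top dose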
Target sequence (P00811 whole entry, looked up): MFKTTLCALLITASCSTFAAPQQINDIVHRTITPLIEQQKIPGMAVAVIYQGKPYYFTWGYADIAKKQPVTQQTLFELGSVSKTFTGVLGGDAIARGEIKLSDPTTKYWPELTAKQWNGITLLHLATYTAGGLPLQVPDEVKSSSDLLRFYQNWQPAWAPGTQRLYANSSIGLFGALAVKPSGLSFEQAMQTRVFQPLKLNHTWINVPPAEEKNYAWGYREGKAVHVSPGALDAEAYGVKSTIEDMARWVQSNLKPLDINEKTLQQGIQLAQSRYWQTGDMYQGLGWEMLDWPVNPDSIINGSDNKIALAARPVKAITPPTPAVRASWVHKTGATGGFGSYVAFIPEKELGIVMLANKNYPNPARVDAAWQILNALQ
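20 mM phosphate pH 7.0 + 0.01% (detergent screen) or 0.0001% Triton X-100; 5.3 nM AmpC reagent; cpd preinc 15 min RT; nitrocefin (800 uM stock) to start; A480 q20 s × 4 min; Activity was normalised to no-enzyme and no-compound control wells.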
HCMV antiviral = qHTS Assay for inhibitors of the human cytomegalovirus (HCMV); HFF cells, HCMV-luciferase reporter, 72 h; stronger effect = lower value; activity change, negative = inhibition, % at 57.5 µM; 4.5% of 410,000 active; in the data active = activity change below about -60%; inconclusive = no clear call, values can overlap the other calls; inactive = above about -39%
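Screen run at 2 compound doses on HFFs infected with reporter HCMV, MOI 1 PFU/cell. Luciferase activity from cell lysates at 72 h post infection gave inhibition relative to buffer-only and Salinomycin wells.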
Sm TGR inh = qHTS Assay for the Inhibitors of Schistosoma Mansoni Peroxiredoxins; Potency, µM (doses to about 114 µM), for the others: top-dose activity change, negative = inhibition, most hits filed as inhibitors; AID 485364, 2010; Schistosoma mansoni thioredoxin glutathione reductase (TGR), Q962Y6; purified TGR, DTNB reduction, TNB absorbance 405 nm; 3% of 360,000 active; also: potency is read from the fitted curve at half-maximal effect; nearly all actives have a fitted effect of over 60% in size
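Kinetic colorimetric format: TGR-catalysed, NADPH-driven DTNB reduction monitored via TNB absorbance. Enzyme dispensed at 20 nM; compound exposure 15 min at room temperature before reaction start.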
AmpC inh no detg = qHTS Inhibitors of AmpC Beta-Lactamase (assay without detergent); 0.52% of 330,000 active; Potency, µM (series often up to 57.1 µM), without a hit: at the top dose activity change, negative = inhibition, hits mostly inhibitors; AmpC nitrocefin hydrolysis, absorbance 480 nm, 0.0001% Triton; P00811;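 also: potency is read from the fitted curve at half-maximal effect; plate controls were no compound for no effect and no enzyme for full effect; nearly all actives have a fitted effect of over 20% in size; some results filed as inactive show a strong effect at the top dose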
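20 mM phosphate pH 7.0 + 0.01% (detergent screen) or 0.0001% Triton X-100; 5.3 nM AmpC reagent; cpd preinc 15 min RT; nitrocefin (800 uM stock) to start; A480 q20 s × 4 min; Activity was normalised to no-enzyme and no-compound control wells.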
Giardia FBPA inh = qHTS Assay for Inhibitors of Fructose-1,6-bisphosphate Aldolase from Giardia Lamblia | A8B2U2 | Potency, µM (top dose mostly 59.6 µM), without a hit: at the top dose activity, negative = inhibition, most hits filed as inhibitors | 0.71% of 290,000 active | AID 2451, 2010 | purified Giardia FBPA; also: potency is read from the fitted curve at half-maximal effect; nearly all actives have a fitted effect of over 55% in size
Target sequence (A8B2U2 whole entry, looked up): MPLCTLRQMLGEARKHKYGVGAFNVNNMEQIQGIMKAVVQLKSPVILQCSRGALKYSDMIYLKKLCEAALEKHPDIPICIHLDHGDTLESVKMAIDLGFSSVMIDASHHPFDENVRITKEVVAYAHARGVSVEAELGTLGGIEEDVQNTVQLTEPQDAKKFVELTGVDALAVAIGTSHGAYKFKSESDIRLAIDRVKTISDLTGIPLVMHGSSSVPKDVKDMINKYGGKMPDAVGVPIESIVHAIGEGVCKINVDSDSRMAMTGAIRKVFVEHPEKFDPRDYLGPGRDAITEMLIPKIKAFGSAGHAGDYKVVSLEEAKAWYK
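Giardia FBPA (40 nM reagent) was preincubated 10 min at RT with compound (up to 57.5 uM final), then substrate plus GAPDH/TPI/NAD/arsenate coupling system with diaphorase/resazurin was added; resorufin fluorescence (525/598 nm) was read after 20 min.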
The depositor's hits bear a star; ? = inconclusive; / = not tested or not shown; & = joins results of further samples; [ ] = another dose, or the depositor's remark. Unless noted, calls follow the shape of the dose curve; as a rule, active = well fitted curve in the direction sought with a large enough effect; inconclusive = small, poorly fitted or top-dose-only effect, or another doubt; inactive = no such curve, though single readings can be large; an effect the other way counts as inactive or inconclusive. Unless noted, % is scaled to controls: 0 for no effect and ±100 for the full control effect.

SMILES | HCV inh | AmpC inh detg | HCMV antiviral | Sm TGR inh | AmpC inh no detg | Giardia FBPA inh
CCc1nn(Cc2cccc(F)c2)c(=O)c2cc3cc(C)ccc3n12 | / | 4% | -5 | -1% | / | /
S=c1[nH]cc(-c2ccccc2)n1-c1cccc(Cl)c1 | 7% | -1% | 51 | -5% | -48% | 0%
CC(=O)NS(=O)(=O)c1ccc(NC(=O)C(C)NS(=O)(=O)/C=C/c2ccccc2)cc1 (configuration not stated) | 20% | / | 16 | / | -10% | /
CCOc1ccccc1OCCCC(=O)N1CCN(S(=O)(=O)c2cccc(F)c2)CC1 | 7% | ? | -1 | 60%[activator] | 90%[activator] | 4%
Cc1cccc(N2CCN(c3ccc4cc(S(=O)(=O)N5CCCCC5)ccc4n3)CC2C)c1 (configuration not stated) | ? | -12% | ? | -15% | -14% | -15%
Cc1nn(-c2ccccc2)c(C)c1/C=C/C(=O)OCC(=O)Nc1ncc(C(F)(F)F)cc1Cl | 13% | -14% | ? | -6% | 27% | 3%
CCCCn1c(N)c(N(CC(C)C)C(=O)C2CCN(S(=O)(=O)c3ccccc3)CC2)c(=O)[nH]c1=O | ? | -6% | -19 | 4% | -9% | /
Cn1cccc1C(NC(=O)c1ccccc1)C(Cl)(Cl)Cl (configuration not stated) | 18% | 0% | 16 | -34% | -24% | 3%
COCCNC(=O)c1cc(-c2ccccc2OC)on1 | ? | ? | 33 | 6% | 4% | 1%
O=C(Nc1ccc(NC(=O)c2cccnc2)cc1)c1ccccc1 | -4% | 6% | 32 | -2% | -10% | /
CC(NC(=O)c1ccccc1)C(=O)OCn1nnc2ccccc2c1=O (configuration not stated) | ? | ? | 3 | -19% | -7% | /
Cc1cc(OCCCCCN2CCCC2)ccc1Cl | 10µM* | -9% | -15 | -8% | 0%[2.29 µM] | -22%
O=C(NCc1ccncc1)c1ccc(Oc2ccccc2)cc1 | ? | -9% | -18 | 2% | -12%[11.4 µM] | -4%
COc1ccc(NC2c3ccccc3C(=O)N2c2ccccn2)cc1 (configuration not stated) | -1% | 0% | -80* | -6% | -4% | ?
Cc1cc(NC(=O)CCCC(=O)Nc2ccc(F)cc2)no1 | 15% | 0% | 34 | 3% | -19% | -4%
CCOC(=O)c1[nH]c2ccc(C(=O)OC)cc2c1C(=O)OCC | -26% | -2% | 23 | 4% | 0% | -16%
COc1cc2c(cc1OC)C(c1cc(C)ccc1C)CC(=O)N2 (configuration not stated) | 6% | -5% | 56 | -1% | 47% | 10%
CC(=O)Oc1ccccc1C(=O)O | 18% | / | 49 | / | / | -3%&0%
Cc1cccc(C)c1N(CC(=O)N1CCN(c2ccccc2F)CC1)S(C)(=O)=O | -5% | 0% | -2 | 4%[57.1 µM] | 85%[activator] | 1%
O=C(CCCC(=O)c1ccc(F)cc1)c1ccc(F)cc1 | 0% | -15% | -80* | -1% | -10% | 4%
Cc1ccc2c(c1)-c1[nH]c(=S)ncc1CS2 | 13% | -10% | 7 | 0% | 0% | 3%
COc1ccc(OC(C)C(=O)N2CCCc3ccccc32)cc1 (configuration not stated) | ? | 2% | -18 | / | 11% | 4%
O=C(ONc1ccc(N=NC(=O)c2ccccc2O)cc1)c1ccccc1 | 5% | -2% | -6 | -13% | -29% | -12%
CCn1c(SCC(=O)Nc2nc(C)cs2)nnc1C(C)NC(=O)c1ccccc1 (configuration not stated) | -1% | -8% | -24 | 4% | 9% | 2%
O=C(CCCCCBr)N1CCC(CC2CC(c3cccc(Br)c3)=NO2)(C(=O)NCC2CCCCC2)CC1 (configuration not stated) | 12% | 9% | 58 | -2% | 219%[activator] | -12%

(cont.)
SMILES | HCV inh | AmpC inh detg | HCMV antiviral | Sm TGR inh | AmpC inh no detg | Giardia FBPA inh
CCN(CC(=O)Nc1c(F)cccc1F)C(=O)c1ccc(COc2ccccc2)cc1 | -29% | -12% | -21 | 2% | 2% | /
COC(=O)CC(c1ccc(F)cc1)n1c(C)ccc1C (configuration not stated) | 13% | 7% | ? | ? | 4% | 1%
COc1ccc(-c2nc(NC(=O)c3nc4nccc(C)n4n3)sc2C)cc1 | -14% | -4% | -39 | 3% | 61%[activator] | -9%
CCOC(=O)N1CCC2(CC1)C(C#N)=C(N)Oc1n[nH]c(CSc3ccc(C)cc3)c12 | ? | 4% | -11 | -1% | 1% | 5%
CS(=O)(=O)N1CCCC(C(=O)NCCN2CCC(Cc3ccccc3)CC2)C1 (configuration not stated) | ? | -10% | -16 | 2% | -9% | 6%
O=C(C1CCC(CNS(=O)(=O)c2ccc(Br)s2)CC1)N1CCN(c2ccccc2Cl)CC1 (configuration not stated) | / | 16% | -26 | 3% | / | /
Cc1ccc(S(=O)(=O)Nc2cc(C(=O)N3CCOCC3)ccc2N2CCCCC2)cc1 | -6% | ? | ? | ? | 21% | -8%
COc1ccc(N2CCN(C(=O)C3CCN(S(=O)(=O)Cc4ccccc4)CC3)CC2)cc1 | / | 14% | -15 | -1% | / | /
CCOc1ccc(N(CC(=O)N2CCCCCC2)S(=O)(=O)c2ccc(F)cc2)cc1 | 12% | 2% | -13 | ? | 73%[activator] | /
O=C(NCCOc1ccccc1Cl)c1ccc2c(c1)S(=O)(=O)c1cc(Cl)ccc1C2=O | 7% | / | -21 | / | -9% | /
N#Cc1c(/N=C/c2ccco2)sc2c1CCC2 | -3% | -3% | ? | ? | -15% | -11%
COCC(C)n1c(C)cc(C(=O)COC(=O)c2cc(=O)[nH]c3ccccc23)c1C (configuration not stated) | 6% | / | -33 | / | 45% | /
Cc1ccc(NC(=O)COC(=O)c2cc(Cl)ccc2[N+](=O)[O-])c(C)c1 | 15% | -7% | -9 | -1% | -26% | 1%
O=C(NCCSCc1ccco1)c1ccc(=O)[nH]c1 | 6% | -4% | -19 | 35µM* | -19% | -13%
Cc1ccc(S(=O)(=O)N(Cc2cccc(C)c2)C(=O)N2CCN(C)CC2)cc1 | 24% | 0% | -4 | 2% | -11% | /
Cc1c(NC(=O)c2cnn3c2NC(c2ccccc2)CC3C(F)(F)F)c(=O)n(-c2ccccc2)n1C (configuration not stated) | 11% | ? | 5 | -20% | 27% | 6%
Cc1ncc2c(c1OC(=O)c1ccc([N+](=O)[O-])cc1)COC(C)(C)OC2 | -5% | -12% | 47 | -6% | 50% | /
CC1=C/C(=N\OS(=O)(=O)c2ccccc2)C(C)=CC1=O | ? | -10% | -100* | 45µM* | -11% | 7.9µM*
CCOC(=O)C1C(=O)C(C(=O)OCC)C(c2cccnc2)NC1c1cccnc1 (configuration not stated) | 19% | 2% | -31 | 25µM* | 1% | -3%
CN1C(=O)C2(CCCCC2)C1c1ccccc1 (configuration not stated) | ? | / | -21 | / | -8% | /
Cn1cnnc1SCC(=O)NCCc1ccccc1 | 16% | 3% | 29 | 2% | -14% | 1%
O=C(CCSCCC(=O)Nc1c(F)c(F)c(F)c(F)c1F)Nc1c(F)c(F)c(F)c(F)c1F | -13% | -6% | 4 | -17% | -23% | 0%
COC(=O)Nc1ccc(S(=O)(=O)NC2CCS(=O)(=O)C2)cc1 (configuration not stated) | 1% | -15% | -25 | -8% | -8% | 3%
CCc1ccc2[nH]c3nc(SCC(=O)NNC(=O)c4ccc(C(C)(C)C)cc4)nnc3c2c1 | ? | -4% | -106* | -14% | -23% | 7%
CCC(O)c1cc2c(cc1NC(=O)c1cccs1)OCCO2 (configuration not stated) | 9% | -4% | / | 0% | -16% | -4%

More compounds follow.
SMILES | HCV inh | AmpC inh detg | HCMV antiviral | Sm TGR inh | AmpC inh no detg | Giardia FBPA inh
O=C(CCc1nnc2ccc(N3CCC4(CC3)OCCO4)nn12)NCc1ccccc1Cl | -1% | -1% | -23 | -17% | 38% | 1%
O=C(COC(=O)c1ccccc1C(=O)c1ccccc1)Nc1cccc([N+](=O)[O-])c1 | ? | -1% | ? | -8% | -37% | -10%
Cc1ccc(C23CC4CC(CC(CN)(C4)C2)C3)cc1 | ? | -11% | -22 | 10% | 48% | 4%
C/C(=N\NC(=O)Cc1ccccc1)c1cccnc1 | 0% | -12% | -2 | -24% | -25% | /
COc1ccc(S(=O)(=O)NCc2ccccn2)c(Cl)c1Cl | 5% | ? | -38 | -1% | -8% | -9%
CCCCn1c(C)cc(C)c(S(=O)(=O)c2ccccc2C)c1=O | -7% | ? | -31 | 5% | -12% | 14%
O=C(CC(Cc1ccccc1)C(=O)O)Nc1ccc(F)cc1 (configuration not stated) | ? | 3% | 20 | 65%[activator] | -15% | 10%
COc1ccc(C(=O)NC(=O)COC(=O)C2COc3ccccc3O2)cc1 (configuration not stated) | 15% | -2% | 10 | -7% | -23% | 2%
COC(=O)CSc1ccc2c(N)c(C(=O)OC)sc2c1 | 14% | -13% | -12 | -14% | -21% | -1%

In the list so far, 11 have four or more nitrogen atoms.
SMILES | HCV inh | AmpC inh detg | HCMV antiviral | Sm TGR inh | AmpC inh no detg | Giardia FBPA inh
Cc1cccc(N2CCN(c3ccc4cc(S(=O)(=O)N5CCCCC5)ccc4n3)CC2C)c1 (configuration not stated) | ? | -12% | ? | -15% | -14% | -15%
Cc1nn(-c2ccccc2)c(C)c1/C=C/C(=O)OCC(=O)Nc1ncc(C(F)(F)F)cc1Cl | 13% | -14% | ? | -6% | 27% | 3%
CCCCn1c(N)c(N(CC(C)C)C(=O)C2CCN(S(=O)(=O)c3ccccc3)CC2)c(=O)[nH]c1=O | ? | -6% | -19 | 4% | -9% | /
CC(NC(=O)c1ccccc1)C(=O)OCn1nnc2ccccc2c1=O (configuration not stated) | ? | ? | 3 | -19% | -7% | /
CCn1c(SCC(=O)Nc2nc(C)cs2)nnc1C(C)NC(=O)c1ccccc1 (configuration not stated) | -1% | -8% | -24 | 4% | 9% | 2%
COc1ccc(-c2nc(NC(=O)c3nc4nccc(C)n4n3)sc2C)cc1 | -14% | -4% | -39 | 3% | 61%[activator] | -9%
CCOC(=O)N1CCC2(CC1)C(C#N)=C(N)Oc1n[nH]c(CSc3ccc(C)cc3)c12 | ? | 4% | -11 | -1% | 1% | 5%
Cc1c(NC(=O)c2cnn3c2NC(c2ccccc2)CC3C(F)(F)F)c(=O)n(-c2ccccc2)n1C (configuration not stated) | 11% | ? | 5 | -20% | 27% | 6%
Cn1cnnc1SCC(=O)NCCc1ccccc1 | 16% | 3% | 29 | 2% | -14% | 1%
CCc1ccc2[nH]c3nc(SCC(=O)NNC(=O)c4ccc(C(C)(C)C)cc4)nnc3c2c1 | ? | -4% | -106* | -14% | -23% | 7%
O=C(CCc1nnc2ccc(N3CCC4(CC3)OCCO4)nn12)NCc1ccccc1Cl | -1% | -1% | -23 | -17% | 38% | 1%
